GC-A act: GC-A (human) enzyme activation; HEK293 GC-A cells, cGMP TR-FRET, EC30 ANP; 0% at EC30 ANP, 100% saturating ANP; activation, % at 10 µM; 370,000 tested, 0.14% active; AID 1671463; in the data active = activation above about 40%
SIAE primary: inhibitors of human sialic acid acetylesterase SIAE; SIAE FP-Rh probe binding, fluorescence polarization; inhibition, % at 9.66 µM; 370,000 tested, 0.69% active; AID 1053197;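 active = inhibition above a cutoff: mean of compounds within the control limits plus 3 SD of those, cut at about 17% in these data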;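 note: 0% = plate median of compound wells and 100% = probe without SIAE protein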
NPR2 activator: GC-B (human) receptor activation; P20594; HEK293-GC-B cells, CNP EC30, cGMP TR-FRET; 0% at EC30 CNP, 100% saturating CNP; activation, % at 10 µM; 370,000 tested, 0.11% active;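 active = activation at 10 µM reaching about 35% in either raw or pattern-adjusted values, limit read from the data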
TCR-CD3 inh: blocks the human TCR-CD3 interaction. TAMRA-labeled TCR probe fluorescence, biochemical. inhibition, % at 9.4 µM. 360,000 tested, 0.37% active. AID 651800; in the data active = inhibition above about 19%;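 note: recombinant mutant TCR 2C K166C tagged with TAMRA read by polarization; 0% = receptor in buffer alone and 100% = receptor with positive control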
MBD2 inh: blocks human MBD2 binding to methylated DNA. Q9UBB5. TR-FRET, MBD2 binding to methylated oligonucleotide. inhibition, % at 4.4 µM. 370,000 tested, 0.31% active; in the data active = inhibition above about 13%
HTRA1 inh: blocks human HTRA1 serine peptidase; Q92743; recombinant HTRA1, FP-rhodamine activity-based probe, fluorescence polarization; inhibition, % at 5.96 µM; 340,000 tested, 0.5% active; AID 504803; in the data active = inhibition above about 36%;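 note: 0% = enzyme with DMSO and 100% = wells lacking enzyme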
rCAG binder: binds r(CAG) RNA repeats. 370,000 tested, 1.3% active. r(CAG) RNA repeat, TO-PRO-1 dye displacement fluorescence. AID 651821. inhibition, % at 3 µM;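 active = inhibition above the plate cutoff, the mean of all test compounds on that plate plus 3 SD, cut at about 35% in these data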;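 note: 0% = DMSO alone and 100% = 100 µM mitoxantrone as full dye displacement; higher means more dye released from RNA so lower well fluorescence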
ABHD4 inh: inhibits mouse alpha/beta hydrolase domain 4; Q8VD66; purified mABHD4, FP-Rh probe fluorescence polarization; inhibition, % at 8.92 µM; 370,000 tested, 0.54% active;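 active = inhibition exceeding the mean over every tested compound plus 3 SD, cut at about 30% in these data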;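 note: 0% = plate median of compound wells and 100% = S159A mutant with DMSO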
Target sequence (Q8VD66 whole entry, looked up, the tested form may be a part): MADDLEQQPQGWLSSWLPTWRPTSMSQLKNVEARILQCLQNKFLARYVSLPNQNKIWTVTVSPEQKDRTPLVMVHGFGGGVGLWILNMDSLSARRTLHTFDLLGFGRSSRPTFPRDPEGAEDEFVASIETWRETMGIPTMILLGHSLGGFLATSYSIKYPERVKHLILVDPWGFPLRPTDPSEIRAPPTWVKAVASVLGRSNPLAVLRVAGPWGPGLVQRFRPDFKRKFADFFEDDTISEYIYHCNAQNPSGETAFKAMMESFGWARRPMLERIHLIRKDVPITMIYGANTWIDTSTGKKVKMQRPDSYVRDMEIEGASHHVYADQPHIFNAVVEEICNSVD
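Test system: mABHD4 protein; Read-out basis: % inhibition; Incubation: 45 min + 60 min at 25 °C; Repeats: single replicate; Technique: fluorescence polarization with parallel and perpendicular emission, 525/598 nm; Compound: 8.92 µM, single dose; Benchmarks: full inhibition S159A mutant plus DMSO, zero as sample-well median.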
PRMT1 inh: PRMT1 (human) inhibition, primary screen; Q99873; recombinant PRMT1, activity-based probe fluorescence polarization; inhibition, % at 2.79 µM; 370,000 tested, 1.3% active; AID 652257;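 active = inhibition above about 21% made by adding two undisclosed values, limit read from the data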
Target sequence (Q99873 whole entry, looked up): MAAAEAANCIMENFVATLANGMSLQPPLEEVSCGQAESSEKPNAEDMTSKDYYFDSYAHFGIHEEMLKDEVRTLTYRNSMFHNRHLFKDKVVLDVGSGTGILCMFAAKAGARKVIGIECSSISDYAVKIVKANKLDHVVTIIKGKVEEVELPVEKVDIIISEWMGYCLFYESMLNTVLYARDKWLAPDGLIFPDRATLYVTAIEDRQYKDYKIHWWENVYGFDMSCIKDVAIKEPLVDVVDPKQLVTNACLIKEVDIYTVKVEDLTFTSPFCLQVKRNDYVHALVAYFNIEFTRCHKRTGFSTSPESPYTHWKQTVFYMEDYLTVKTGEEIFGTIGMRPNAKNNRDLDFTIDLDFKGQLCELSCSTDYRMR
UHRF1 MBD2 ctr: human UHRF1 methylated DNA binding inhibitors. Q96T88. UHRF1 binding to methylated oligo, TR-FRET. inhibition, % at 4.4 µM. 370,000 tested, 0.75% active. AID 687016; in the data active = inhibition above about 21%;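 note: UHRF1 SRA domain binding a hemimethylated CpG hairpin DNA probe; 0% = median of test compound wells and 100% = reference inhibitor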
* = called active by the depositor; x = no result given; & = joins results of further samples. Some of the compounds tested. The share of hits here may be higher or lower than overall.

SMILES	GC-A act	SIAE primary	NPR2 activator	TCR-CD3 inh	MBD2 inh	HTRA1 inh	rCAG binder	ABHD4 inh	PRMT1 inh	UHRF1 MBD2 ctr
C/C=C/C(=O)N1CCC(C(=O)NCC2COc3ccccc3O2)CC1 (stereo not given)	3	1	9	x	-3	x	6	7	-3	14
O=C(/C=C/c1cccc([N+](=O)[O-])c1)n1cnc2ccccc21	-10	0	-2	5	1	x	3	5	2	-1
Cn1nnnc1SCC(=O)Nc1sccc1C(N)=O	1	1	4	-6	-1	-3	4	4	8	1
COC1CCN(C(=O)c2cc(COc3ccc(-n4cncn4)cc3)on2)CC1	-1	-2	3	5	-5	8	-6	1	-3	-2
CC1CCN(CC(=O)N2c3ccccc3CC2C)CC1 (stereo not given)	1	0	3	2	-1	-5	-4	-8	-1	10
CC(C)N1CCN(Cc2cccc3nonc23)CC1CCO (stereo not given)	3	2	0	0	0	1	2	-3	-2	-2
CN1CCN(c2cccc3c2S(=O)(=O)N[C@H](Cc2ccccc2)CO3)CC1	-1	2	-6	-4	-5	x	0	-7	-9	1
COC(=O)COc1cccc(-n2cnnn2)c1	3	-1	1	4	-8	-1	-2	2	0	-3
Cc1cccc(NC(=S)NC23CN4CN(CN(C4)C2)C3)c1C	-1	6	-1	3	2	5	-2	0	-5	-2
C=CCn1c(=NC(=O)C2CCCCC2)sc2cc(NC(C)=O)ccc21	-3	-3	-4	4	-6	1	2	-8	-3	-1
CCOc1ccc(Nc2nc(Cc3nnc(SCC(=O)N(CC)CC)n3C)cs2)cc1	-2	4	-5	10	-4	3	0	8	-3	0
CC(NC(=O)CCc1c[nH]c2ccccc12)c1ccccc1 (stereo not given)	4	6	-2	-1	-3	6	-2	-2	-2	2
CCOc1c(C#N)c(C#N)c2nc(C)cc(C)n12	3	-6	5	-2	-1	-4	-7	0	-2	-2
CC1=C(C(=O)OC(C)C)C(c2ccco2)NC(=O)N1 (stereo not given)	9	8	-5	6	-3	-3	4	-2	-2	-1
COc1ccc(NC(=O)CCCCCN2C(=O)CCC2=O)cc1Cl	-2	6	2	3	-6	-1	1	4	2	0
Cc1cc(C)nc(-n2ncc3c2CC(c2cccc(Cl)c2)CC3=O)n1 (stereo not given)	10	-8	-3	-1	2	-1	-3	-21	-5	0
O=C(CCc1ccccc1)N1CCN(CCO)CC1	-3	2	0	0	-3	0	4	7	0	0
CS(=O)(=O)N1CCN(c2ccccc2NC(=S)NC(=O)c2ccco2)CC1	-3	-5	1	-4	-2	4	2	2	-4	0
CCOC1=C2CN(S(=O)(=O)c3ccc(C)cc3)[C@H](c3ccccc3)C[C@@H]2N(S(=O)(=O)c2ccc(C)cc2)[C@H](c2cccc(C)c2)C1	-1	3	0	-3	-2	x	9	3	4	1
O=C(Nc1nccs1)C1CCN(S(=O)(=O)c2cccnc2)CC1	6	-2	3	-5	3	3	6	-5	7	2
COC(=O)c1ccc(-c2nc3cc(N)ccc3o2)cc1	2	-2	-2	3	-2	-2	0	4	4	-13
CCOC(=O)c1ccccc1NC(=O)c1ccc2nc[nH]c2c1	-1	-7	2	-4	3	-9	10	8	0	-3
CC(=O)Oc1c(C(=O)c2nnc(C)o2)c(=O)n(C)c2ccccc12	1	-2	0	9	-6	3	2	-2	-6	1
O=C(OCC(=O)N1CCN(C(=O)c2ccco2)CC1)c1sc2cc(F)ccc2c1Cl	7	-4	-5	-4	5	2	5	-9	6	3
CCCCC(=O)/C=C/n1c(=S)oc2ccccc21	11	-1	-1	-5	8	10	-2	-1	12	23*
O=C1c2ccccc2C(O)N1c1ccc(Cl)cc1 (stereo not given)	6	3	6	2	-1	0	0	7	1	0
CCOc1cc(N2CCOCC2)c(OCC)cc1NC(=O)Cn1cnnn1	-1	1	-2	-3	3	-2	0	1	1	1
CCOc1c(Br)cc(CNc2ccc(N3CCOCC3)cc2)cc1OC	2	5	-7	-7	-1	18	0	21	1	1
CCN(CC)c1ccc(NS(=O)(=O)c2ccc(-c3ccc(=O)[nH]n3)o2)c(C)c1	-3	9	0	1	-1	14	5	20	42*	-6
O=C(O)CCC(=O)OCc1c(-c2ccccc2)ncc2ccccc12	-1	-2	-1	1	2	3	3	2	1	0
Cc1ccc(NC(=O)C2CC3CCC2C3)cc1 (stereo not given)	0	-5	-4	x	0	x	x	-2	0	-1
COc1ccc(CCNC(=O)c2cc3ccccc3oc2=O)cc1	1	-2	0	-3	-8	-15	-1	-6	-4	0
Cc1ccc(-n2nnnc2SCC(=O)c2cc(C)n(-c3cc(C)on3)c2C)c(C)c1	-2	-11	1	-5	-7	-24	11	-16	2	4
Cn1c(C(=O)Nc2ccc3c(c2)OCCO3)cc2sccc21	0	8	-6	6	1	-4	2	1	0	-1
CCOC(=O)C(=COC(=O)c1ccccc1)NC(=O)Cc1ccccc1	1	-3	-1	7	-3	-3	2	12	2	-2
COc1cccc(-n2c(C)c3c(OC)cccc(=O)c3c2C)c1	-4	11	1	2	-1	19	5	13	5	-6
Cc1ccc2c(c1)N(C(=O)CCC(=O)NC1CCCCCC1)CCO2	2	5	-2	1	-3	-4	2	1	-4	0
Cc1ccc2nc3c(cc(C(=O)NC4CCCCC4)c(=N)n3C3CCCCC3)c(=O)n2c1	13	4	-3	0	4	-4	1	2	5	4
ClCc1nc2ccccc2n1Cc1ccccc1	-23	1	7	-3	0	-11	-3	-2	1	1
O=C(CCn1nnc2ccccc2c1=O)NCC1CCC(C(=O)O)CC1 (stereo not given)	5	-1	0	-6	3	5	1	-5	0	-1
Cc1ccc(S(=O)(=O)N(CCCO)Cc2cc3c(C)ccc(C)c3[nH]c2=O)cc1	-9	3	-9	5	-3	-7	-4	0	-2	1
O=C(c1ccc(Cl)cc1)c1ccc(OCC(O)CN2CCCCC2)cc1 (stereo not given)	5	-1	3	9	-2	-5	-4	2	-5	-4
Cc1nc(NCc2ccccc2)sc1C(=O)Nc1ccccc1	3	1	0	6	-2	-56	-2	-4	2	0
CCOC(=O)C(C)Sc1ccc2nnc(-c3ccc(F)cc3)n2n1 (stereo not given)	-3	-4	2	3	-2	-5	-5	-5	1	-1
O=C(COC(=O)C1CCC1)Nc1ccc(Cl)cn1	3	2	2	5	5	-7	1	9	0	1
C=CCOc1ccc(CN(C)Cc2nc3cc(C(F)(F)F)ccc3c(=O)[nH]2)cc1	-1	4	-3	-3	-2	-11	-6	-6	-9	1
O=C(/C=C/c1ccco1)NC(=S)Nc1ccc(Cl)cn1	0	14	-1	1	0	7	39*	12	29*	3
COC(=O)c1ccc(NC(=O)CN(C)S(=O)(=O)c2ccc(OC)c(C)c2)cc1	0	-1	3	-2	8	-10	4	-14	5	3
Cc1ccc(-n2ncc(N(C)C)c(Cl)c2=O)cc1	1	-7	-3	-4	3	-3	3	-5	4	3
Cc1nnc(N2C(=O)C(=O)/C(=C(/O)c3ccc4c(c3)OCCO4)C2c2ccc(F)cc2)s1 (stereo not given)	2	2	-9	7	4	-1	12	7	0	16

Next records follow:
SMILES	GC-A act	SIAE primary	NPR2 activator	TCR-CD3 inh	MBD2 inh	HTRA1 inh	rCAG binder	ABHD4 inh	PRMT1 inh	UHRF1 MBD2 ctr
O=C(NCCN1CCOCC1)c1csc2c1CCCC2	-3	-1	4	9	-2	16	-3	2	-1	-1
CC1=C(C(=O)N2CCCCCC2)CC(CC(=O)NCCc2ccccn2)C(=O)N1CCCN1CCCC1=O (stereo not given)	0	2	-1	-9	1	x	0	11	2	2
CCCCCc1c(C)nc(N2CCN(Cc3ccc4c(c3)OCO4)CC2)[nH]c1=O	0	-2	2	2	-3	1	-2	-4	-6	-1
Cc1c(C)c2cc(Cl)c(OCc3nn[nH]n3)cc2oc1=O	-1	-1	5	-5	1	-1	5	15	-1	0
CC(=O)Nc1ccc(S(=O)(=O)N(C)CC(=O)NCCOc2ccccc2)cc1	-5	-3	3	-4	-1	-4	1	3	-3	1
Cc1cc(C)cc(OCC(=O)OCC(=O)N(C)CC(=O)Nc2ccc(F)cc2)c1	-4	-4	-4	-1	-6	-1	-3	7	-3	-2
COc1ccc(-n2c(SCC#N)nc3ccccc3c2=O)cc1	7	-8	7	-4	2	-4	4	3	5	-2
OC1Cc2ccccc2C1Nc1cccc(C(F)(F)F)c1 (stereo not given)	-5	1	-4	6	5	-10	0	-7	3	1
Cc1cc(C)c(NS(=O)(=O)c2ccc3c(c2)NC(=O)C(C)C(=O)N3)c(C)c1 (stereo not given)	3	-6	8	-6	-1	1	3	-3	-2	0
Cc1ccc(NC(=S)N(CCN(C)C)C(C)c2cccnc2)c(C)c1 (stereo not given)	-6	8	1	-4	0	4	-3	2	2	0

Entries listed above that bear a hit mark in UHRF1 MBD2 ctr.
SMILES	GC-A act	SIAE primary	NPR2 activator	TCR-CD3 inh	MBD2 inh	HTRA1 inh	ABHD4 inh	PRMT1 inh	UHRF1 MBD2 ctr
CCCCC(=O)/C=C/n1c(=S)oc2ccccc21	11	-1	-1	-5	8	10	-1	12	23*

Copied from the list:
Value of CC1=C(C(=O)N2CCCCCC2)CC(CC(=O)NCCc2ccccn2)C(=O)N1CCCN1CCCC1=O (stereo not given) in UHRF1 MBD2 ctr: 2
Value of OC1Cc2ccccc2C1Nc1cccc(C(F)(F)F)c1 (stereo not given) in ABHD4 inh: -7
Value of Cc1ccc(NC(=S)N(CCN(C)C)C(C)c2cccnc2)c(C)c1 (stereo not given) in MBD2 inh: 0

Next part:
SMILES	GC-A act	SIAE primary	NPR2 activator	TCR-CD3 inh	MBD2 inh	HTRA1 inh	rCAG binder	ABHD4 inh	PRMT1 inh	UHRF1 MBD2 ctr
O=S(=O)(NCCN1CCCC1)c1ccc(Cl)cc1	3	2	3	0	2	-9	5	-4	2	1
COc1ccc(COc2cccc(C=O)c2)cc1	-3	-10	-8	3	1	-12	-5	8	-1	-4
C=CCn1c(C(C)n2c(-c3cnccn3)nc3ccccc32)nc2ccccc21 (stereo not given)	-15	7	-10	-1	-6	x	1	9	2	-2
CC1=NN(c2ccccc2)C(=O)/C1=C\c1cn(CCC#N)nc1-c1ccc(Cl)cc1	3	3	4	-9	-3	3	8	6	0	-8
O=C(NCc1ccccc1C(F)(F)F)C1CC(O)CN1C(=O)Nc1ccccc1 (stereo not given)	0	4	-2	8	-4	2	-2	-3	-2	-3
Cc1ccccc1CC(=O)Nc1ccc2c(c1)c(=O)n(C)n2-c1cccs1	4	-1	1	-2	-3	x	4	-14	4	3
O=C(Cc1cc(=O)[nH][nH]1)N/N=C/c1c(Cl)cccc1Cl	0&2	0&6	-3&2	1&2	-4&-3	5&4	11&9	15&9	0&2	-9&-9
CC(/C=C\c1cccnc1)=C/C(=O)O	-1&3	9&4	-3&1	1&8	-5&-1	2&4	2&7	4&0	-3&-2	0&1
Cc1cc(=O)n2cccc(O)c2n1	-7	7	1	2	2	-4	-3	8	2	-2
Cc1cc(C)c2c(c1)OC(=O)CC2c1ccc2c(c1)OCO2 (stereo not given)	-2	0	3	2	0	0	5	5	1	-1
CCc1nc2ccc(C(=O)NCc3ccccc3OC)cn2c1N(CC)Cc1cccc(Br)c1	-5	0	-1	-8	2	x	7	-9	2	1
CCOC(=O)C(=CNc1ncccc1C)C(=O)OCC	5	-1	8	-2	-1	0	-4	6	-4	1
COc1ccccc1-c1nnc(SC(C)C(=O)Nc2ccc(C(N)=O)cc2)o1 (stereo not given)	-1	-2	-2	4	-1	-2	1	0	1	0
O=C(N/C(=N\O)c1ccccc1)Nc1ccc(Cl)cc1	-14	2	-1	-4	1	-5	0	1	0	0
